SRC3 TRFRET art = TR-FRET artefact, counter-screen to PPARgamma/SRC-3 agonist assay; PPARgamma/SRC-3 format; stronger effect = higher value; hit rate 0.39% among 99,000; TR-FRET ratio at 8 µM; in the data active = TR-FRET ratio above about 2000; note: inactives centre near 1600; reference of the scale not given here
SRC1 TRFRET art = TR-FRET artefact, counter-screen to PPARgamma/SRC-1 agonist assay | TR-FRET detection artefact counter-screen, emission ratio; stronger effect = higher value | TR-FRET ratio at 8 µM | hit rate 0.34% among 99,000; in the data active = TR-FRET ratio above about 2300; note: inactives centre near 1800; reference of the scale not given here
The depositor's hits bear a star. Some of the compounds tested (hit frequency here may not be typical).

SMILES	SRC3 TRFRET art	SRC1 TRFRET art
Cc1sc(N)c(C(=O)c2ccccc2Cl)c1C	1626	2102
C=CCn1c(CNC(=O)c2cccs2)n[nH]c1=S	1734	1617
Cc1ccccc1NC(=S)NC(C)C(c1ccccc1)N1CCN(C)CC1 (stereo not drawn)	1419	1601
O=P(COCCOCCOCCOCP(=O)(c1ccccc1)c1ccccc1)(c1ccccc1)c1ccccc1	1634	1969
C=CCNC(=O)COC(=O)c1oc2ccccc2c1CSC1CCCCC1	1546	2033
COC(=O)CCc1c(C)c(C(=O)c2ccc(F)cc2)c2ccccn12	1804	1850
COc1cc(OC)c2c(c1)S(=O)(=O)C(c1ccccc1)=C2N	1609	1708
COc1ccc(S(=O)(=O)NC(N)=NCCc2ccc(OC)c(OC)c2)cc1C	1734	1978
CN(Cc1ccco1)S(=O)(=O)c1ccc2c(c1)CCN2C(=O)CCC(=O)O	1596	1797
CCOC(=O)CN1CC23C=CC(O2)C(C(=O)N2CCN(c4ccc(F)cc4)CC2)C3C1=O (stereo not drawn)	1641	2015
Cc1ccc(NC(=O)Nc2cccc(C(F)(F)F)c2)nc1	1644	1879
O=C(c1cccc(S(=O)(=O)NCc2ccccc2)c1)N1CCCC1	1552	1842
CC(C)CCNC(=O)c1ccc(CS(=O)(=O)Cc2ccccc2F)o1	1598	1959
CS(=O)(=O)Nc1ccc(C2=NN(C(=O)c3ccco3)C(c3ccccc3)C2)cc1 (stereo not drawn)	1572	1812
Cc1noc(C)c1COc1ccc(C(=O)OCC(N)=O)cc1	1648	1852
COc1ccc(-c2noc(CCC(=O)O)n2)cc1	1592	1862
CCOC(=O)c1nc2ccccc2nc1C	1615	1718
Cc1ccc(C(=O)NNC(=O)c2cccc(C)c2)cc1	1728	2075
Cc1c(O)ccc2c(=O)c(-c3nncn3-c3ccccc3)coc12	1605	1615
Cc1cccc(Nc2nc3ccccc3n3nnnc23)c1	1588	1581
CN1CCCN(c2ncnc3scc(-c4ccc(F)cc4)c23)CC1	1805	1790
CCOc1ccc2ccccc2c1/C=N/NC(=O)CC1(C)OCCCO1	1641	1746
COc1ccc(NC(=O)CC2C(=O)N(c3ccccc3)C(=O)N2Cc2ccco2)cc1 (stereo not drawn)	1463	1525
Cc1ccc2nc(N(CCCN(C)C)C(=O)c3sc4ccccc4c3Cl)sc2c1	1644	1894
O=C(CNCCc1ccccc1)N1CCc2ccccc2C1	1422	1650

Quoted from the listing.
Reading of `COc1ccc(NC(=O)CC2C(=O)N(c3ccccc3)C(=O)N2Cc2ccco2)cc1` (stereo not drawn) in SRC3 TRFRET art: 1463
Reading of `COc1ccc(-c2noc(CCC(=O)O)n2)cc1` in SRC3 TRFRET art: 1592
Reading of `Cc1ccc(C(=O)NNC(=O)c2cccc(C)c2)cc1` in SRC3 TRFRET art: 1728
Reading of `Cc1noc(C)c1COc1ccc(C(=O)OCC(N)=O)cc1` in SRC1 TRFRET art: 1852
Reading of `O=C(CNCCc1ccccc1)N1CCc2ccccc2C1` in SRC3 TRFRET art: 1422

Following part.
SMILES	SRC3 TRFRET art	SRC1 TRFRET art
CSc1cccc(NC(=O)Cc2ccccc2[N+](=O)[O-])c1	1563	1712
COCCNC(=S)Nc1ccc(N2CCCCC2)cc1	1615	1772
COc1ccc(-n2cccc2/C=C2\C(=N)N3N=C(C(C)C)SC3=NC2=O)cc1	1721	1831
COc1ccc(C2Cc3ccccc3C(=O)O2)cc1 (stereo not drawn)	1778	1895
O=C(C1CCN(C2CCN(Cc3ccc4c(c3)CCO4)CC2)CC1)N1CCOCC1	1470	1515
Cc1ccccc1C(=O)NNC(=O)c1cccc([N+](=O)[O-])c1	1510	1709
NC(=O)C(CC(=O)O)NC(=O)[C@@H]1CCCNc2c(I)cc([N+](=O)[O-])cc2C(=O)N[C@@H](CO)C(=O)N[C@@H](Cc2ccc(O)cc2)C(=O)N1 (stereo partly drawn)	1413	1763
COc1cccc(OC)c1C(=O)Nc1ccc2c(c1)Cc1ccccc1-2	1785	1917
COc1cccc(-c2csc(N3CCN(Cc4ccccc4)CC3)n2)c1	1711	1940
CC(Oc1ccc(F)cc1)c1ccnc2nc(/N=C/N(C)C)nn12 (stereo not drawn)	1481	1823
CNC(=S)N(CCc1ccccc1)Cc1cc2cc(OC)c(OC)cc2[nH]c1=O	1593	1988
COc1ccc(OC)c(-c2csc(N3CCC(c4ccccc4)CC3)n2)c1	1532	1741
O=C(NCC(=O)N(CC1CCCO1)C(C(=O)NC1CCCCC1)c1cccnc1)c1cccs1 (stereo not drawn)	1520	1682
COc1ccc2[nH]cc(CCCN3C(=O)c4ccccc4C3=O)c2c1	1608	1734
O=C(c1ccco1)N(CCO)Cc1cc2cc3c(cc2[nH]c1=O)OCO3	1445	1725
O=C(Nc1ccccc1Cl)/C(Cl)=C(\Cl)S(=O)c1ccccc1 (stereo not drawn)	1552	1931
O=C(NCCc1ccccc1)C1CCN(C2CCN(Cc3ccco3)CC2)CC1	1774	2062
CCn1c(/C=C2\C(=O)Nc3ccccc32)nc2ccccc2c1=O	1441	1615
CCCCn1c(N)c(N(CC(C)C)C(=O)CCCSc2nncs2)c(=O)[nH]c1=O	1746	1562
COC(=O)CCNC(=O)Cn1cnc2sc3c(c2c1=O)CCCC3	1690	1663
O=S(=O)(Nc1nc2ccccc2nc1Nc1ccc2c(c1)OCCO2)c1cccs1	1642	1963
NC(=S)N=Nc1c(O)n(CCCl)c2ccc(Cl)cc12	1495	1816
CC(=O)NC1=NN(C(C)=O)C(c2ccc(C(C)C)cc2)S1 (stereo not drawn)	1760	1806
CCOP(=O)(OCC)C(NC(=O)Nc1ccc(Cl)c(Cl)c1)C(N)=O (stereo not drawn)	1401	1745
CCOc1ccc(NC(=O)c2cc(F)c(F)cc2Cl)cc1OCC	1462	1872

An excerpt from above in order of molecular weight, low to high.
SMILES	SRC3 TRFRET art	SRC1 TRFRET art
Cc1ccccc1C(=O)NNC(=O)c1cccc([N+](=O)[O-])c1	1510	1709
COc1ccc2[nH]cc(CCCN3C(=O)c4ccccc4C3=O)c2c1	1608	1734
COc1ccc(OC)c(-c2csc(N3CCC(c4ccccc4)CC3)n2)c1	1532	1741

A different layout for part of the listing above.
structure | SRC3 TRFRET art | SRC1 TRFRET art
O=C(NCCc1ccccc1)C1CCN(C2CCN(Cc3ccco3)CC2)CC1 | 1774 | 2062
CCn1c(/C=C2\C(=O)Nc3ccccc32)nc2ccccc2c1=O | 1441 | 1615

The results go on.
SMILES	SRC3 TRFRET art	SRC1 TRFRET art
O=C(NN1C(=O)c2ccccc2NC1c1cccnc1)c1ccc([N+](=O)[O-])cc1 (stereo not drawn)	1558	1924
CN(Cc1nc(-c2cnccn2)no1)CC(O)c1ccccc1 (stereo not drawn)	1679	2044
Cc1cc(C)cc(N(C(=O)c2csnn2)C(C(=O)NC(C)(C)C)c2cccnc2)c1 (stereo not drawn)	1650	1698
COc1cc(/C=C2/C(=O)ON=C2c2ccccc2)ccc1O	1579	1617
O=C(Nc1nnc(C2CC2)s1)C1=NN(C2CCS(=O)(=O)C2)C(=O)CC1 (stereo not drawn)	1366	1661
O=C(c1c(F)cccc1F)N(Cc1cccs1)C1CCCC1	1514	1866
C1CN=C(NC23CC4CC(CC(C4)C2)C3)C1	1498	1810
Cc1ccc(Nc2nc(CSc3nnc(-c4ccncc4)n3-c3ccccc3C)cs2)cc1	1417	1742
Cc1ccc(S(=O)CCNC(=O)Cc2ccccc2)cc1 (stereo not drawn)	1585	1744
N#CC1=C(N)N(c2ncn[nH]2)C2=C(C(=O)CCC2)C1c1ccc(F)cc1 (stereo not drawn)	1401	1523
Fc1cccc(CN2CCN(Cc3nc(CCc4ccccc4)no3)CC2)c1	1655	1670
Cc1cccc(C)c1NC(=O)c1sc(N)nc1-c1ccccc1	1758	2012
COC(=O)c1sc(N2CCN(c3ccc(Cl)cc3)CC2)nc1N	1708	2013
CCC(C)n1c(SCC(=O)NC(=O)c2cccn2C)nc2ccccc2c1=O (stereo not drawn)	1751	1904
COC(OC)c1ccnc(-c2ccc(OC(=O)c3ccc(F)cc3)cc2)n1	1326	1741
CCC(C)(C)NC(=O)c1cc(S(=O)(=O)N2CCCCC2)ccc1N1CCOCC1	1508	1797
C[C@@H]1CN(Cc2nc(-c3ccc(Cl)cc3)no2)C[C@H](C)O1	1751	2208
Cc1cccc(S(=O)(=O)NNC(=O)c2cc(-c3ccc(F)cc3)nc3ccccc23)c1	1725	1669
COc1cc2c(cc1NC(=O)C(C)OC(=O)/C=C/c1ccc(OC(F)F)cc1)oc1ccccc12 (stereo not drawn)	1513	1674
COC(=O)c1ccc(NC(=O)Nc2ccc(F)cc2)cc1	1512	1971
Cc1ccc(C2C3=C(CC(C)(C)CC3=O)N=C3c4ccccc4C(=O)C32)cc1 (stereo not drawn)	1303	1336
CCc1nnc(NS(=O)(=O)c2ccc(NC(=O)c3cccc(Cl)c3)cc2)s1	1478	1681
O=C(c1ccccc1-n1cccc1)N1N=C(C(F)F)CC1(O)C(F)F (stereo not drawn)	1449	1711
Fc1cccc(Cl)c1CNc1ccc(N2CCCC2)cc1	1671	1849
Cc1ccc2c(Cl)cc(Cl)c(OCC(=O)Nc3cccc(S(=O)(=O)N(C)C)c3)c2n1	1597	1665

Of the compounds above, these have an aryl thioether with sulfur outside any ring:
SMILES	SRC3 TRFRET art	SRC1 TRFRET art
CSc1cccc(NC(=O)Cc2ccccc2[N+](=O)[O-])c1	1563	1712
CCCCn1c(N)c(N(CC(C)C)C(=O)CCCSc2nncs2)c(=O)[nH]c1=O	1746	1562
Cc1ccc(Nc2nc(CSc3nnc(-c4ccncc4)n3-c3ccccc3C)cs2)cc1	1417	1742
CCC(C)n1c(SCC(=O)NC(=O)c2cccn2C)nc2ccccc2c1=O (stereo not drawn)	1751	1904

Later entries
SMILES	SRC3 TRFRET art	SRC1 TRFRET art
COc1ccc(NS(=O)(=O)c2cc(NC(=O)C3CC3)ccc2N2CCOCC2)cc1	1366	1836
COC(=O)C/C=C/[C@@H](C)[C@@H](/C=N/OC[C@H]1O[C@H](c2ccccc2)C=C[C@@H]1Oc1ccc(OC)cc1)OC	1385	1505
COc1ccc(NC(=O)NNC(=O)c2ccc(Cl)cc2Cl)cc1OC	1658	1902
CC(=O)Oc1ccc(C(=O)[C@H]2[C@H]3C(=O)N(c4ccc(C)cc4)C(=O)[C@H]3[C@@H]3C=CC=NN32)cc1	1505	1759
CN(C)S(=O)(=O)c1ccc(C(=O)NCc2ccco2)cc1	1767	1632
O=C(CSc1ccc(-c2ccc(Br)cc2)nn1)N1CCOCC1	1749	1872
C#CCNC(=O)C(C)c1ncc(C(F)(F)F)cc1Cl (stereo not drawn)	1408	1738
CCC(CC)C1=NN2C(=N)/C(=C\c3cc(C)n(-c4cccc(C)c4)c3C)C(=O)N=C2S1	1534	1648
Cc1ccccc1-c1ncc(CN2CCN(C3CCCC3)C(CCO)C2)cn1 (stereo not drawn)	1419	1565
CCOc1ccc(NC(=O)CN2CCN(CC(=O)Nc3ccc4c(c3)OCCO4)CC2)cc1	1650	1801
COc1ccc(CCNC(=O)/C(C#N)=C/c2ccc(OCC(=O)NCC3CCCO3)cc2)cc1OC (stereo not drawn)	1577	1382
COc1ccc2cc(C(C)c3nc4ccccc4c(=O)n3N)ccc2c1 (stereo not drawn)	1421	1651
CC1CCCCN1CCn1c(=S)[nH]c2cc3c(cc2c1=O)OCO3 (stereo not drawn)	1550	1685
NS(=O)(=O)c1ccc(O)c(N2C(=O)c3cccc4c(C(=O)O)ccc(c34)C2=O)c1	1483	1626
Cc1ccc(CN2CCN(C/C(Cl)=C/c3ccccc3)CC2CCO)o1 (stereo not drawn)	1704	1885
Cc1ccc2nsnc2c1NC(=O)COc1ccccc1F	1449	1783
COCC(C)n1c(C)cc(C(=O)CSc2ncccn2)c1C (stereo not drawn)	1633	1660
C/C(=N\NC(=S)NC1CCCCC1)c1cccs1	1566	1955
CCOC(=O)c1cc(C#N)c(SCC(=O)O)[nH]c1=O	1569	2060
C=CCN(CC=C)C(=O)Nc1ccc2nc(C)sc2c1	1506	1549
CCOP(=O)(OCC)C(O)c1cc(OC)c(OC)c(OC)c1 (stereo not drawn)	1543	1942
CN(C)c1ccc(N=Nc2ccccc2C(=O)OCC(=O)N(C)C2CCCCC2)cc1	1530	1943
CCN(CC)CCN(C(=O)c1ccc([N+](=O)[O-])cc1)c1nc2c(OC)cccc2s1	1542	1625
S=C(NCCc1ccccn1)Nc1ccc(Cl)cc1	1722	1826
Cc1ccc2[nH]c3c(=O)n(CCCN4CCN(C)CC4)cnc3c2c1	1428	1733
(listing goes on)
SMILES	SRC3 TRFRET art	SRC1 TRFRET art
CS(=O)(=O)NCCNC(=O)c1cc(OCC(F)(F)F)ccc1OCC(F)(F)F	1659	1945
CC1CCC(NCC(=O)Nc2cccc(S(N)(=O)=O)c2)CC1 (stereo not drawn)	1616	2035
CN(C)C=NC(=O)c1cc(C(=O)c2ccc(Cl)cc2)c[nH]1	1547	2008
COc1ccc(-c2nc(CCl)cs2)cc1	1543	1624
N#Cc1c(/N=C\c2ccc(O)c([N+](=O)[O-])c2)sc2c1CCCC2	1826	1879
CNc1nc(-c2ccccc2)[n+](-c2ccc(C)cc2)s1	1677	1682
Cn1c(CN2CCN(C(=O)c3ccccc3)CC2)nc2cc([N+](=O)[O-])ccc21	1453	1651
CCCCC(=O)Nc1ccc(NC(=O)c2cnccn2)cn1	1634	1786
Cc1cccc(N2CC(C(=O)Nc3nnc(SCC(=O)Nc4nccs4)s3)CC2=O)c1 (stereo not drawn)	1510	2116
CCn1cc(/C=N/O)c(C)n1	1697	1752
CN(/N=C/c1ccc([N+](=O)[O-])o1)c1ccccc1	1780	1930
CC(C)c1nnc(NC(=O)Cc2ccccc2[N+](=O)[O-])s1	1344	1723
O=C(c1ccccc1F)N1CCN(c2cnn(-c3cccc(Cl)c3)c(=O)c2Cl)CC1	1512	1780
Cn1c2ccccc2c(=O)c2c(=O)n(-c3ccccc3)c(C3CCCCC3)nc21	1570	1479
CC(C)Cn1c(SCC(=O)N2CCc3ccccc3C2)nc2cc(Cl)ccc2c1=O	1538	1550
C/C(=N\NC(=O)c1ccccc1)c1cccc(Br)c1	1529	1809
